Assay outcomes from PubChem.
MKP-1 inh: inhibitors of human MKP-1 phosphatase; recombinant MKP-1, OMFP hydrolysis fluorescence; actives 0.15% (n = 65,000); AID 374; inhibition, %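 (compounds tested at a single concentration somewhere between 10 and 100 µM)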;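 active = inhibition above about 50%, limit read from the data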;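 also: 0% = DMSO max control wells and 100% = wells with enzyme stopped by NaOH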
Jurkat viability: cytotoxic compounds reducing Jurkat cell viability; actives 1.2% (n = 56,000); AID 463; inhibition, % at 4 µM; Jurkat E6.1 viability, ATP luminescence, 48 h;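 active = inhibition above the mean inhibition of all tested compounds plus 3 SD, cut at about 28% in these data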
ROCK2 inh: ROCK2 (human) kinase inhibition; O75116; purified ROCK2, Kinase-Glo ATP depletion luminescence; inhibition, % at 6 µM; actives 0.35% (n = 60,000); AID 604;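 active = inhibition above the screen-wide mean inhibition plus 3 SD, cut at about 18% in these data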;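 also: plate controls were DMSO wells for no effect and Y-27632 control wells after no-enzyme background subtraction for full effect; many of its hits are not listed in these tables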
Target sequence (O75116 whole entry, looked up): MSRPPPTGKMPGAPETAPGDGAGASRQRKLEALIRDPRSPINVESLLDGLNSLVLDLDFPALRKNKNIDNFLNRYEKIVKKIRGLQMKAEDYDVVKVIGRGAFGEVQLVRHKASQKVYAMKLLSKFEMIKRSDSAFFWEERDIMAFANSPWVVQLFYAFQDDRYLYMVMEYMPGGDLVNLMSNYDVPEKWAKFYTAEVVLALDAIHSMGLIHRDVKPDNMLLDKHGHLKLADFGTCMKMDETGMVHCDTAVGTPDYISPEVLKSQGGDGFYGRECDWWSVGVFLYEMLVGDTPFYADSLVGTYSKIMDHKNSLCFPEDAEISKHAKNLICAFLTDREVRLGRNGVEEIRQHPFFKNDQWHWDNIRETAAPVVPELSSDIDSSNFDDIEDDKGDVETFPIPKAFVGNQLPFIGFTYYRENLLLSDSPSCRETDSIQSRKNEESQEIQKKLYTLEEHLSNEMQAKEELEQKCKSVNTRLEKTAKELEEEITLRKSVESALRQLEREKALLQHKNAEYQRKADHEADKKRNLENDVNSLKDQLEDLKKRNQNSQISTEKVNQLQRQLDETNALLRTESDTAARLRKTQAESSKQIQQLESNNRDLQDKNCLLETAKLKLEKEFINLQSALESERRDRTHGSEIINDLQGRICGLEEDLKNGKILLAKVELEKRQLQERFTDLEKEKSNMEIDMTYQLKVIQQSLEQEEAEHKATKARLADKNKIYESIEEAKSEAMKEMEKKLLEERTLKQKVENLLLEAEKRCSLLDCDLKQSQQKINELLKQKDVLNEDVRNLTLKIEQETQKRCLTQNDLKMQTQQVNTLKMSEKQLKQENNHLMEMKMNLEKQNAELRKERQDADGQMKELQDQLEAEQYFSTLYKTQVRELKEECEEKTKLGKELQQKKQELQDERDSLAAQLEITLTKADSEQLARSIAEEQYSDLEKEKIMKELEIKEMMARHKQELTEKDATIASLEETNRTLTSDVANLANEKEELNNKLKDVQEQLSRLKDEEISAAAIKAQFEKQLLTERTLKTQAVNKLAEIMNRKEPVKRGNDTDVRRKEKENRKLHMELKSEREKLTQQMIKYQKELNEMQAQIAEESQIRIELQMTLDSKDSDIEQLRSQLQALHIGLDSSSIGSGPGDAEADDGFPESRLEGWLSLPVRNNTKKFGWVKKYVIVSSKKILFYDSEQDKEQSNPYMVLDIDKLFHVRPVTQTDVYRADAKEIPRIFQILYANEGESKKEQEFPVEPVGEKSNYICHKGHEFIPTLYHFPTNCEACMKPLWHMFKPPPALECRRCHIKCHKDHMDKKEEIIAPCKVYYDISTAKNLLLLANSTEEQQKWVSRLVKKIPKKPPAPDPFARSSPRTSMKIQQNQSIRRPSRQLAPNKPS
PKA kinase inh: PKA (human) kinase inhibition; P17612; PKA Kemptide phosphorylation, Kinase-Glo ATP luminescence; inhibition, % at 6 µM; actives 0.1% (n = 65,000);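 active = inhibition above the screen-wide mean inhibition plus 3 SD, cut at about 21% in these data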; also: many of its hits are not listed in these tables
HEK293 NFkB inh: lowers PMA/ionomycin-induced NF-kB signal in HEK293 cells. HEK-293 NF-kB luciferase reporter, luminescence. inhibition, % at 3 µM. actives 0.21% (n = 62,000). AID 465;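 active = inhibition above the mean of all tested compounds plus 3 SD, cut at about 40% in these data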;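 also: 0% = stimulated DMSO wells and 100% = 10 µM reference inhibitor 5653914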
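Reagent: PMA plus ionomycin mix as NF-kB-activating stimulus. Assay system: NF-kB luciferase reporter HEK-293 cells. Technique: luminescence from luciferase substrate reagent. Incubation: 1 h compound pre-incubation, 16 h PMA/ionomycin at 37 °C. Benchmarks: DMSO only as uninhibited control, 10 µM reference inhibitor as full inhibition. Repeats: tested once.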
MMP-13 inhibitor: MMP13 (human) collagenase inhibition; AID 570; P45452; MMP-13 fTHP FRET cleavage, Mca fluorescence; actives 0.07% (n = 65,000); inhibition, % at 4 µM;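 active = inhibition above the mean of compound-free control plate wells plus 3 SD, cut at about 14% in these data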;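 also: 0% = DMSO wells and 100% = wells with reference MMP-13 inhibitor after basal subtraction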
JNK3 inh: JNK3 (human) kinase inhibition; P53779; purified JNK3 kinase activity, HTS; actives 0.61% (n = 60,000); inhibition, % at 8 µM; in the data active = inhibition above about 17%;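 also: 0% = DMSO and 100% = reference inhibitor; many of its hits are not listed in these tables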
Cdc25B block: inhibitors of human Cdc25B phosphatase. AID 368. recombinant Cdc25B, OMFP fluorescence Ex485/Em525. inhibition, %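 (compounds tested at 10 µM final in the well)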. P30305. actives 0.1% (n = 65,000); in the data active = inhibition above about 50%
TNAP act mid DEA: human TNAP activation, intermediate phosphate acceptor; P05186; purified TNAP, CDP-star luminescence, 100 mM DEA, 30 min; active compounds read high; scale: 0 levamisole-inhibited, 1 vehicle-only enzyme; activation factor at 20 µM; 64,000 tested, under 10 active;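 active = activation factor of at least 2 at 20 µM, relative to controls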
* marks the source's active call; other numbers are inactive results; nt = no result given; [ ] = remark or other dose.

SMILES	MKP-1 inh	Jurkat viability	ROCK2 inh	PKA kinase inh	HEK293 NFkB inh	MMP-13 inhibitor	JNK3 inh	Cdc25B block	TNAP act mid DEA
O=C(NCC1CCCO1)c1cnn2c1NC(c1ccccc1)CC2C(F)(F)F (configuration not stated)	2	4	4	-1	-1	6	5	-3	0.9
COc1ccc(Cn2c(=O)[nH]c3cc(C(=O)NCc4ccc5c(c4)OCO5)ccc3c2=O)cc1	nt	nt	nt	1	20	-4	nt	nt	1
c1ccc(-n2cccc2CNC2CCCCC2)cc1	2	-6	4	8	14	6	4	-17	0.9
CN(C(=O)c1ccccn1)c1nnc(-c2ccccn2)s1	3	4	0	-1	-29	-128	-3	1	1
O=S(=O)(c1ccc(Cl)s1)N1CCN(Cc2ccccc2)CC1	4	7	2	0	16	2	3	6	nt
CC1(C)NC(=O)N(CC(O)CN(Cc2ccccc2)Cc2ccccc2)C1=O (configuration not stated)	-4	6	3	5	12	0	-1	-21	0.8
O=S(=O)(c1ccc(F)c(F)c1)N1CCN(Cc2ccc3c(c2)OCO3)CC1	-2	9	5	7	16	-4	0	6	1
O=S(=O)(c1ccc(-c2csc(-c3cccnc3)n2)cc1)N1CCCC1	-2	4	7	11	17	-9	-2	-18	0.9
CC(C)CCOC(=O)C1C2C=CC3(CN(Cc4cccs4)C(=O)C13)O2 (configuration not stated)	-3	1	2	9	-3	-3	1	4	1
O=P(O)(O)c1ccccc1OCc1ccccc1	-23	-4	-1	10	24	4	-5	-12	0.9
CCN1CCCC1CNC(=O)c1c(O)c2c([nH]c1=O)CCCC2 (configuration not stated)	-4	1	-2	2	17	-12	5	-1	0.9
CCCSc1nnc2n(Cc3ccccc3)c(=O)c3c4c(sc3n12)CCC4	-12	nt	-11	3	nt	-8	4	15	0.9
Cc1ccc(-c2nnc(CSc3nnc4c5c(C)c(C)sc5nc(C(C)C)n34)o2)cc1	28	-6	0	4	13	-3	-6	-10	0.9
Cc1ccccc1C(=O)Nc1nnc(-c2ccc(F)cc2)o1	-4	24	-3	6	0	0	0	5	0.9
O=C(CN1CCCC1)N1CCCc2c1c(=O)oc1ccc(OCc3ccccc3)cc21	5	-1	5	11	6	-27	0	7	0.9
O=C(NCCN1CCCC1)C1CCN(S(=O)(=O)N2CCC3(CC2)OCCO3)CC1	-12	nt	nt	-10	-1	0	nt	0	0.9
CC(C)NC(=O)CSc1nc2ccccc2n1-c1ccccc1	12	-7	2	3	4	0	1	-1	0.9
O=C(CSc1nnc(-c2ccco2)n1Cc1ccccc1)OC1CCCCC1	7	-5	0	8	0	6	-5	-4	1
CCn1c(=O)n(CC)c2cc(S(=O)(=O)N3CCc4ccccc43)ccc21	25	19	3	1	4	4	3	1	1
CSc1nc(-c2ccccc2)nc(N2CCN(C)CC2)c1C(C)=O	4	3	3	-8	11	-2	-10	2	0.9
CCOc1ccc(NS(=O)(=O)c2ccc(NS(C)(=O)=O)cc2)cc1	11	-10	1	2	14	3	-2	-6	1
O=C(Nc1nnc(C2CCCCC2)s1)c1cccs1	2	-2	6	11	-25	-4	0	-1	0.9
Cc1cccc(-c2nnc(SCC#N)n2-c2ccccc2)c1	-22	0	-3	2	-5	-8	-2	4	0.9
O=C(c1ccc2c(c1)OCCO2)N1CCCCC1	-4	1	6	-3	-3	-12	-4	-10	0.9
Nc1nonc1-c1noc(-c2ccc(Br)o2)n1	21	4	8	2	10	-4	-5	9	1
Cc1cc(C(F)(F)F)nc(SCC(=O)NC2=NC(=O)C(C)S2)n1 (configuration not stated)	-1	2	8	9	13	0	4	-4	0.9
COc1ccc(CN2CCN(c3ccccn3)CC2)cc1OCc1ccccc1	-21	9	2	-3	13	4	0	-16	0.9
CC(C)(C)n1nnnc1C(c1cccs1)N1CCN(Cc2ccccc2)CC1 (configuration not stated)	8	0	-4	-5	9	6	4	-5	0.9
Cc1ccc(SCCCn2cncn2)cc1	4	0	0	5	4	2	-1	-15	1
CCn1c(SCC(=O)Nc2ccc3c(c2)OCCO3)nnc1-c1ccco1	3	0	-3	4	12	5	-4	-5	1

Reformatted: results already given
SMILES,MKP-1 inh,Jurkat viability,ROCK2 inh,PKA kinase inh,HEK293 NFkB inh,MMP-13 inhibitor,JNK3 inh,Cdc25B block,TNAP act mid DEA
Cc1ccc(SCCCn2cncn2)cc1,4,0,0,5,4,2,-1,-15,1
CCOc1ccc(NS(=O)(=O)c2ccc(NS(C)(=O)=O)cc2)cc1,11,-10,1,2,14,3,-2,-6,1

(cont.)
SMILES	MKP-1 inh	Jurkat viability	ROCK2 inh	PKA kinase inh	HEK293 NFkB inh	MMP-13 inhibitor	JNK3 inh	Cdc25B block	TNAP act mid DEA
COc1ccc(N2CCN(C(c3cc4ccc(C)cc4[nH]c3=O)c3nnnn3C3CCCC3)CC2)cc1 (configuration not stated)	34	3	8	1	25	4	-8	-3	0.9
CCn1cc(C(=O)NC2CCCCCC2)c(=O)c2cc(S(=O)(=O)N3CCCCC3)ccc21	22	3	4	2	21	-5	-1	-5	0.9
CCOc1ccc(C(=O)c2cccs2)cc1	8	2	-4	-4	10	5	-5	8	0.9
COc1ccc(CCNC(=O)c2ccc(=O)[nH]n2)cc1OC	-13	nt	8	4	nt	0	-2	-31	1
CC1CCCC(C)N1C(=O)COc1ccc(-c2nnco2)cc1 (configuration not stated)	-4	4	2	4	13	2	-3	-5	nt
CCOc1ccccc1NC(=O)C1CCN(S(=O)(=O)c2cccc3cccnc23)CC1	-1	0	-1	4	16	-3	-1	-1	0.9
COc1cc(S(=O)(=O)N2CCN(C)CC2)c(OC)cc1Br	-31	nt	6	7	nt	-2	-5	4	0.9
Cc1noc(C)c1C(=O)Nc1sc2c(c1C(N)=O)CCC2	23	-5	2	4	-6	0	2	-4	0.9
Cc1c(C(=O)OCCN2CCCCC2)oc2ccccc12	-37	-2	5	4	-2	-8	-5	-12	0.9
CC(=O)NC(NC(C)=O)c1ccc(N(C)C)cc1	6	12	0	-4	21	0	-9	-3	1
COC(=O)CNC(=O)C(Cc1c[nH]c2ccccc12)NC(=O)OC(C)(C)C (configuration not stated)	-20	4	0	7	10	0	-8	2	0.9
Cc1nn(-c2ccccc2)c(Cl)c1C1C(C#N)=C(N)Oc2n[nH]c(C)c21 (configuration not stated)	21	-2	-1	3	44*	-1	-5	1	0.9
COc1cc(C2Nc3cccc4cccc(c34)N2)cc(OC)c1O	29	-4	6	13	6	8	0	11	0.9
O=C1C2CCCN2C(c2ccc(F)cc2)N1c1nccs1 (configuration not stated)	7	-6	5	11	0	3	-2	11	1.1
COc1cc(C2CC(=O)c3c([nH]c(C(=O)OCCOC(C)C)c3C)C2)cc(OC)c1OC (configuration not stated)	9	43*	5	3	33	-1	0	-13	0.9

Laid out differently: entries from further up.
| Compound | MKP-1 inh | Jurkat viability | ROCK2 inh | PKA kinase inh | HEK293 NFkB inh | MMP-13 inhibitor | JNK3 inh | Cdc25B block | TNAP act mid DEA |
| --- | --- | --- | --- | --- | --- | --- | --- | --- | --- |
| CCOc1ccc(NS(=O)(=O)c2ccc(NS(C)(=O)=O)cc2)cc1 | 11 | -10 | 1 | 2 | 14 | 3 | -2 | -6 | 1 |
| O=C(Nc1nnc(C2CCCCC2)s1)c1cccs1 | 2 | -2 | 6 | 11 | -25 | -4 | 0 | -1 | 0.9 |
| Cc1cccc(-c2nnc(SCC#N)n2-c2ccccc2)c1 | -22 | 0 | -3 | 2 | -5 | -8 | -2 | 4 | 0.9 |
| O=C(c1ccc2c(c1)OCCO2)N1CCCCC1 | -4 | 1 | 6 | -3 | -3 | -12 | -4 | -10 | 0.9 |

Continuation.
SMILES	MKP-1 inh	Jurkat viability	ROCK2 inh	PKA kinase inh	HEK293 NFkB inh	MMP-13 inhibitor	JNK3 inh	Cdc25B block	TNAP act mid DEA
O=C1Nc2ccccc2C1(O)Cc1ccncc1 (configuration not stated)	1	0	2	3	11	0	-2	-4	1
Cn1c(=O)c2c(nc(NCCCN3CCOCC3)n2Cc2ccc(Cl)cc2)n(C)c1=O	-12	3	0	3	12	-3	-1	5	1
CN1CCN(C(=O)Nc2cccc3ccccc23)CC1	22	-4	-2	-2	10	-48	-12	-9	0.9
COCCn1c(SCc2csc(-c3ccccc3)n2)nc2ccccc21	7	14	-6	-5	15	-13	-5	-14	0.9
O=C(Nc1nc(-c2ccccn2)cs1)c1ccc(Cl)s1	-8	48*	3	9	8	2	6	-20	1.1
CCOc1ccc(NCc2nnc(SCC(=O)Nc3cc(C)on3)n2-c2ccc(OC)cc2)cc1	6	-5	4	-7	12	8	7	-10	0.9
Cc1ccc2nc(-c3ccccc3)cn2c1	22	30	-47	-23	71*	-60	16	-7	0.9
O=c1oc2c(CN3CCCCC3)c(O)ccc2cc1-c1nc2ccccc2[nH]1	-15	-5	6	13	6	-86[fluorescence artefact?]	-8	2	1.3
CCCNC(=O)CS(=O)(=O)Cc1nc(-c2cccc(OC)c2)oc1C	-2	0	0	-10	-8	2	0	-2	0.9
O=C(Nc1cccnc1)Nc1ccccc1Cl	24	7	2	11	5	0	9	0	0.9
CC(=O)Nc1ccc(NS(=O)(=O)c2ccc(Cl)c(C(=O)O)c2)cc1	-4	0	5	10	11	2	-7	-10	0.8
COc1ccc(OC)c(-n2cnc3cc(C(=O)O)ccc32)c1	24	0	2	10	-6	2	-12	-1	0.9
Clc1ccc(Cl)c(-c2nn3c(COc4ccccc4)nnc3s2)c1	-5	-3	5	3	-4	2	-2	6	0.8
Cc1ccccc1Cc1c(C)nc2c(C(=O)NCc3ccco3)cnn2c1C	18	8	2	6	15	-101[fluorescence artefact?]	-4	-9	0.9
COC(=O)C1=CN(CC2CCCO2)C=C(C(=O)OC)C1c1ccsc1 (configuration not stated)	-2	1	2	0	10	-295[fluorescence artefact?]	-6	-4	0.9
O=C(O)c1cccc(-n2nnnc2SCc2ccccn2)c1	2	-5	5	9	-6	0	1	-11	0.9
O=C(NC1CCCCCC1)C1CCN(S(=O)(=O)c2ccccc2)CC1	17	9	0	-6	15	-3	0	3	1
Cc1cc(C)cc(NC(=O)c2cc(S(=O)(=O)NCc3ccco3)ccc2F)c1	24	nt	nt	10	15	9	nt	1	0.9
COc1ccc(Cc2nc(-c3ccc(Br)cc3)no2)cc1	0	-1	0	-4	28	3	4	-6	0.9
Cc1ccc2[nH]c(=O)c(CN(CCc3ccccc3)C(=O)N3CCOCC3)cc2c1	5	4	0	5	22	2	-4	1	0.9
COc1cccc2sc(N(C)c3ccccc3)nc12	2	6	2	2	-48	2	14	-25	0.9
O=C(C1CCCO1)N1CCN(Cc2nc3ccccc3c(=O)[nH]2)CC1 (configuration not stated)	2	nt	nt	9	7	-2	nt	-11	0.9
N#Cc1c(NC(=O)CN2CCN(C(=O)c3ccco3)CC2)sc2c1CCCCC2	32	8	-6	1	20	-3	3	2	0.8
OCC12COC(c3ccccc3)N1C(c1ccccc1)OC2 (configuration not stated)	-12	-9	7	14	9	2	0	2	0.9
CCOC(=O)c1ccc(NC2OC(=O)c3ccccc32)cc1 (configuration not stated)	-19	6	-1	0	21	2	0	-1	0.9
CCC(Sc1nc2n[nH]c(C)c2c(=N)n1-c1ccc(C)c(Cl)c1)C(=O)N1CCOCC1 (configuration not stated)	31	1	4	6	18	3	6	3	nt
CCOC(=O)CSc1nc2c(sc(=S)n2Cc2ccco2)c(=O)n1-c1ccc(F)cc1	-10	nt	nt	9	14	5	nt	-15	0.8
COc1ccc(Cn2nnnc2CN(Cc2cc3cc(C)ccc3[nH]c2=O)C2CCCC2)cc1	13	0	8	6	0	-1	5	-12	0.9
C=CCn1c(=N)n(CC(O)COc2ccc(OC)cc2)c2ccccc21 (configuration not stated)	-14	0	3	7	5	-2	0	0	1
CCOCCCn1c(SCC(=O)NC(C)(C)C)nc2ccccc2c1=O	4	-4	7	7	8	1	0	2	0.9
CCC(C)Sc1nnc(Cc2cc(=O)[nH]c(=O)[nH]2)n1-c1ccc(F)cc1 (configuration not stated)	9	6	1	-7	12	-2	8	-6	1
